Screens from PubChem BioAssay.
Tb PYK inh – inhibitors of Trypanosoma brucei pyruvate kinase | hit rate 0.12% among 410,000 | TbPYK enzyme, Kinase-Glo Plus ATP luminescence, 45 min | Q57TT1 | Potency, µM (top dose mostly 76.8 µM), without a hit: at the top dose activity, negative = inhibition, hits mostly inhibitors | AID 624173; note: potency is the fitted concentration of half-maximal effect; % is set by controls: 0 for no effect and ±100 for the full control effect; nearly all actives have a fitted effect of over 50% in size
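Glycolytic pyruvate kinase of T. brucei was incubated with substrate, test compound and 130 uM ADP for 45 minutes at room temperature. Luminescent Kinase-Glo Plus signal was measured after 10 minutes.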
Pf growth 96h – inhibits malaria parasite growth, 96 h; P. falciparum luciferase reporter growth, 96 h; Potency, µM (doses to about 28.7 µM), for inactives: at the top dose activity change, negative = inhibition, hits mostly inhibitors; hit rate 6.9% among 320,000; AID 504834; note: potency is the fitted concentration of half-maximal effect; % is set by controls: 0 for no effect and ±100 for the full control effect
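Parasite growth measured via integrated firefly luciferase reporter in P. falciparum. Infected erythrocytes at 2% hematocrit, 0.05% parasitemia final were treated 96 hours at 37 C under 5% CO2, and luminescence was read.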
Shiga toxin inh – blocks Shiga toxin action in Vero cells. Vero cells, Shiga toxin protein synthesis inhibition reporter. AID 2315. inhibition, % at 38.7 µM. hit rate 9.2% among 290,000; in the data active = inhibition mostly above about 28%, no sharp cut-off; inactive = mostly below about 43%; note: 0% is about no effect
Pf growth 48h – P. falciparum growth inhibition at 48 hours (one generation) | AID 504832 | Potency, µM (top dose mostly 28.7 µM), for inactives: top-dose activity change, negative = inhibition, actives largely listed as inhibitors | P. falciparum luciferase growth in erythrocytes, 48 h | hit rate 5.9% among 310,000; note: potency is the fitted concentration of half-maximal effect; % is set by controls: 0 for no effect and ±100 for the full control effect
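Luminescence readout; reporter = integrated firefly luciferase in P. falciparum. RBC culture at 2% hematocrit, 0.1% parasitemia final, 37 C/5% CO2; decreased signal taken as growth inhibition.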
CHX counter – counter-screen for Shiga toxin inhibitors: cycloheximide protein synthesis inhibition. cell reporter, cycloheximide protein synthesis inhibition counterscreen. max response, %. hit rate 12% among 300,000. AID 2314; in the data active = max response mostly above about 13%, no sharp cut-off; inactive = mostly below about 14%; note: read at 38.3 µM for the half of the compounds with a filed dose; 0% is about no effect
LmPK inh – LmPK (Leishmania mexicana) enzyme inhibition | purified LmPK, Kinase-Glo ATP luminescence, 1 h | Q27686 | Potency, µM (highest dose often 57.5 µM), for the others: top-dose activity change, negative = inhibition, actives largely listed as inhibitors | hit rate 0.37% among 290,000; note: potency is the fitted concentration of half-maximal effect; % is set by controls: 0 for no effect and ±100 for the full control effect
Target sequence (Q27686 whole entry, looked up): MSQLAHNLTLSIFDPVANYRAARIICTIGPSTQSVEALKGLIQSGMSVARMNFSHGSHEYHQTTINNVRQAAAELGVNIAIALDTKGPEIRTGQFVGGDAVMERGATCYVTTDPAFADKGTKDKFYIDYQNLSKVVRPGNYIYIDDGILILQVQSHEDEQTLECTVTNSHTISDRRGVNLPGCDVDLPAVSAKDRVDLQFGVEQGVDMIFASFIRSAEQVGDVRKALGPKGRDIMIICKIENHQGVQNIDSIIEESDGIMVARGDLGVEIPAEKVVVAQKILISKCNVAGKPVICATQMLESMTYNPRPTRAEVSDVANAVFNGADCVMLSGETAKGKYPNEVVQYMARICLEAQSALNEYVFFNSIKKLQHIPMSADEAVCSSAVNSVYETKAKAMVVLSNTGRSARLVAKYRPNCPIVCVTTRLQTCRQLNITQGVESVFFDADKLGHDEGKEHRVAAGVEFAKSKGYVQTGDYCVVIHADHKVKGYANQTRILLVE
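Pyruvate kinase activity monitored as ATP production (luciferase luminescence). Conditions: 0.1 nM enzyme, 0.5 mM PEP, 0.1 mM ADP, 1 h, RT; normalized against uninhibited and no-enzyme wells.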
HCV inhibitor – HCV inhibition; Potency, µM (titrated, usually from 41.8 µM), without a hit: at the top dose activity change, negative = inhibition, usual class: inhibitors; hit rate 3.4% among 340,000; Huh7.5.1 HCVcc-Cre infection, luciferase reporter, 44 h; note: potency is the fitted concentration of half-maximal effect; % is set by controls: 0 for no effect and ±100 for the full control effect
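Infectious HCVcc-Cre (~0.5 moi) was added to cells just after compound, with cells seeded 4 h earlier at 1,000 per well. Luciferase activity after 44 h culture reported infection; substrate was incubated 15 min at room temperature before reading.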
Active calls of the source: *; ? = inconclusive; nt = no result given; & = joins results of further samples; [ ] = dose if it differs, or a comment. Unless noted, calls come from the whole dose curve; as a rule, active = well fitted curve in the direction sought with a large enough effect; inconclusive = small, poorly fitted or top-dose-only effect, or another doubt; inactive = no such curve, though single readings can be large; an effect the other way counts as inactive or inconclusive.

SMILES | Tb PYK inh | Pf growth 96h | Shiga toxin inh | Pf growth 48h | CHX counter | LmPK inh | HCV inhibitor
Cc1ccc(-c2nnc(Nc3ccc4c(c3)OCO4)c3ccccc23)cc1S(=O)(=O)NCCO | -11% | ? | -4 | 3.3µM* | 2 | 2% | -12%
O=C(c1ccccn1)N1CCN(S(=O)(=O)c2cccc(Br)c2)CC1 | 1% | -3% | nt | -11% | nt | nt | ?
Cc1ccc(CNC(=O)Nc2ccccc2)cc1 | -6% | 0% | 123* | 193%[activator] | 33* | 1% | 1%
Cc1ccc(CSc2nnc(SCC(=O)N/N=C/C=C/c3ccccc3[N+](=O)[O-])s2)cc1 | -7% | 111%[activator] | 48* | 198%[activator] | 21* | -6% | 13%
CC1CC(C)CN(CCCNC(=O)CN2C(=O)CSc3ccc(S(=O)(=O)N4CCCCC4)cc32)C1 (configuration not stated) | -1% | 9% | -4 | ? | 9 | 1% | -7%
CC(C)(C)C(=O)Nc1ccccc1N1CCN(C(=O)c2ccc(Cl)cc2)CC1 | 4% | ? | -2 | 10µM* | 1 | 6% | ?
CN(CC(=O)Nc1cccc(F)c1)C(=O)Cn1cnc2c1c(=O)n(C)c(=O)n2C | 0% | 31%[activator] | nt | ? | nt | nt | -30%
CCOC(=O)c1sc(NC(=O)Nc2ccc(Cl)cc2)cc1C | 2% | ? | 67* | 4.1µM* | 46* | -3% | ?
COc1cc(F)ccc1CN1CCC(C(=O)Nc2ccc(Oc3ccccc3)nc2)CC1 | -1% | 17% | -3 | ? | -3 | 0% | 10µM*
COc1cccc(CN2CC(C(=O)NCCCc3ccc(C)cc3)CCC2=O)c1 (configuration not stated) | -1% | 34%[activator] | 48 | -6% | 19* | 0% | -2%
O=C(CSc1nnc(-c2ccc(OC(F)F)cc2)o1)NC(=O)NCc1ccco1 | -9% | 31%[activator] | 22 | 0% | -4 | 6% | 17%
COc1ccccc1C(=O)CN1C(=O)NC2(CCc3ccccc32)C1=O (configuration not stated) | 2% | -3% | nt | -22% | nt | nt | 2%

Nothing new here: an excerpt of the list.
SMILES | Tb PYK inh | Pf growth 96h | Shiga toxin inh | Pf growth 48h | CHX counter | LmPK inh | HCV inhibitor
O=C(CSc1nnc(-c2ccc(OC(F)F)cc2)o1)NC(=O)NCc1ccco1 | -9% | 31%[activator] | 22 | 0% | -4 | 6% | 17%
COc1ccccc1C(=O)CN1C(=O)NC2(CCc3ccccc32)C1=O (configuration not stated) | 2% | -3% | nt | -22% | nt | nt | 2%

(continued)
SMILES | Tb PYK inh | Pf growth 96h | Shiga toxin inh | Pf growth 48h | CHX counter | LmPK inh | HCV inhibitor
O=C(Nc1cccc([N+](=O)[O-])c1)Nc1ccc2c(c1)OCCO2 | 3% | 57%[activator] | 53 | 8% | 33* | 2% | -16%
CCCCC(=O)Oc1cc(C)[nH]c(=O)c1[N+](=O)[O-] | 2% | -15% | -7 | -4% | 11 | 0% | 0%
O=C1CC(c2ccccc2)n2ncnc2N1 (configuration not stated) | 1% | ? | -12 | -14% | 6 | -7% | -5%
O=C(NCc1cccnc1)C1CC(c2cccc(Br)c2)=NO1 (configuration not stated) | 6% | -21% | 6 | -16% | -1 | -5% | -17%
COC(C)(C)[C@]12CC(O)(C(C)C)ON1[C@H]1CCCCC1N2O (some centres not stated) | 0% | nt | -5 | 24% | -3 | -4% | 28%
Cc1ccc(CN2C(=O)c3ccccc3C2C(=O)NCC2CCCO2)cc1 (configuration not stated) | 1% | nt | -1 | nt | 1 | 8% | 7%
CC1CCN(C(=O)Cn2ncc3c([nH]c4ccccc43)c2=O)CC1 | -5% | 15% | -3 | 0% | 5 | -2% | -2%
Cc1cc(C)c(NC(=O)CNC(=O)[C@@H]2CCCN2C(=O)c2cccs2)c(C)c1 | 8% | -27% | nt | -27% | nt | nt | 18%
CN(C(=O)CN1C(=O)NC(c2ccccc2)(c2ccccc2)C1=O)C1CCS(=O)(=O)C1 (configuration not stated) | 2% | 13% | nt | -11% | nt | nt | 1%
CCCCNC(=S)N/N=C/c1ccccc1F | -12% | 0% | 19 | 48%[activator] | 16* | 4% | ?
COc1cccc(C2CC(c3cccs3)=NN2C(=O)CSc2nc3ccccc3s2)c1OC (configuration not stated) | -4% | 7.4µM* | 13 | ? | 3 | -3% | ?
COc1ccc(-c2cc(=O)oc3cc(O)ccc23)cc1 | 6% | 16% | 11 | 32%[activator] | -1 | -3% | -2%
CCn1cc(S(=O)(=O)CC(=O)Nc2ccc3c(c2)OCCO3)c2ccccc21 | -8% | 71%[activator] | 21 | 6% | 6 | 3% | -5%
CC(=O)OCC1(C)CN(c2ccccc2)NC1=O (configuration not stated) | -10% | 109%[activator] | 5 | 30% | 10 | -21% | -1%
COc1ccccc1CNC(=O)CSc1nc2ccccc2c(=O)n1CCCN1CCOCC1 | 1% | 0% | -7 | ? | -1 | 1% | -16%
Cc1c(NC2=C(Cl)C(=O)N(c3ccccc3)C2=O)c(=O)n(-c2ccccc2)n1C | -6% | ? | 2 | 1% | 8 | -7% | 18%
CCCc1nn2c(=O)cc(COc3cccc(NC(=O)c4ccco4)c3)nc2s1 | -5% | ? | 5 | ? | 10 | 7% | -19%
O=C(NC(=S)NCc1ccccc1)c1ccc2c(c1)OCO2 | -3% | -5% | -52 | 43%[activator] | 19* | -2% | 9%
Cc1cc(N/N=C/c2ccc(F)cc2)nc(-n2nc(C)cc2C)n1 | 1% | 1µM* | 13 | 0.33µM* | 11 | -1% | 2µM*
O=C(NC(Cc1ccccc1)C(=O)N1CCCCCC1)c1ccccc1 (configuration not stated) | -8% | -10% | -16 | 18% | -5 | -8% | 0%
O=C(CN(C1CCCCC1)S(=O)(=O)c1ccc(Cl)cc1)NCCCO | -6% | ? | -6 | -14% | -1 | -2% | -3%
COc1ccc(NC(=O)CN2C(=O)NC3(CCCC3)C2=O)cc1 | 4% | -5% | 25 | 2% | 1 | 2% | 7%
Cc1cc(NS(=O)(=O)c2ccc(NC(=O)COc3ccc(Cl)cc3)cc2)no1 | -6% | nt | 10 | -10% | -1 | 6% | -7%
CCC(C)N1CC23C=CC(O2)C(C(=O)OC)C3C1=O (configuration not stated) | 4% | ? | 7 | 0% | 7 | 7% | 8%
COCCNC(=O)C(=O)NCC1OCCN1S(=O)(=O)c1cccs1 (configuration not stated) | -4% | 45%[activator] | -5 | 4% | -6 | -1% | 15%
CSc1ccccc1NC(=O)Cc1ccc(Br)cc1 | -8% | 54%[activator] | -3 | 14% | -4 | 3% | 2%
O=C(Nc1ccc(F)cc1)c1cccc(N2C(=O)C3C4CCC(C4)C3C2=O)c1 (configuration not stated) | -6% | -10% | 23 | -11% | 2 | 3% | 5%
CCCn1nnc(NC(=S)NC(=O)c2ccc(-c3ccc(Br)cc3)o2)n1 | 8% | ? | 41 | -63% | 12 | -1% | -25%
CCc1ccccc1OCCOc1ccc(C)cc1OC | -14% | 106%[activator] | -15 | 44%[activator] | 13 | -6% | -8%
CC(=O)N1c2ccc(S(=O)(=O)NCC3CCC(C(=O)N4CCCC(C)C4)CC3)cc2CC1C (configuration not stated) | -22% | 1.2µM* | -5 | ? | -2 | 0% | -17%
Cc1ccnc(NC(=S)NC(=O)c2ccco2)c1 | -7% | 187%[activator] | 96* | 106%[activator] | 40* | -10% | 6%
CC(C)CNC1CS(=O)(=O)CC1O (configuration not stated) | 4% | -2% | -7 | 4% | -4 | 1% | 3%
O=C(NCC1CCCO1)c1ccc(NS(=O)(=O)c2cccs2)cc1 (configuration not stated) | -12% | -3% | -7 | -3% | -4 | 3% | 13%
COC(=O)C1=C(C)NC(C)=C(C(=O)OCC(C)C)C1c1ccccc1[N+](=O)[O-] (configuration not stated) | ? | 2.4µM* | nt | 7.6µM* | nt | nt | 25µM*
Cc1ccc(-c2ccc(CCC(=O)O)n2-c2cccc(O)c2)cc1 | -10%&-11% | nt | 121* | 131%[activator] | 40* | 2% | 14%
CCOc1ccccc1CNC(=O)CCNC(=O)Cn1ccc2ccccc2c1=O | -2% | 4% | -15 | 11% | -1 | 2% | -25%

Part of the list above, showing only Tb PYK inh, Pf growth 48h and HCV inhibitor:
Structure,Tb PYK inh,Pf growth 48h,HCV inhibitor
CCC(C)N1CC23C=CC(O2)C(C(=O)OC)C3C1=O (configuration not stated),4%,0%,8%
COCCNC(=O)C(=O)NCC1OCCN1S(=O)(=O)c1cccs1 (configuration not stated),-4%,4%,15%
CSc1ccccc1NC(=O)Cc1ccc(Br)cc1,-8%,14%,2%
O=C(Nc1ccc(F)cc1)c1cccc(N2C(=O)C3C4CCC(C4)C3C2=O)c1 (configuration not stated),-6%,-11%,5%

Next structures
SMILES | Tb PYK inh | Pf growth 96h | Shiga toxin inh | Pf growth 48h | CHX counter | LmPK inh | HCV inhibitor
CCOc1ccc(CCNC(=O)c2nnn(CC(=O)Nc3c(C)cc(C)cc3C)c2N)cc1OCC | -5% | ? | 3 | 7% | 1 | 0% | -6%
CCCCNC(=O)c1onc(CSc2ccccc2)c1C(=O)NCCCC | 1% | 12µM* | nt | ? | nt | nt | -29%
COc1ccc(NC(=O)CSc2nnc(COc3ccccc3)n2Cc2ccco2)cc1OC | 3% | 31% | 17 | ? | -8 | 4% | ?
Cc1cccc(C(=O)O)c1NC(=O)Cc1cccc2ccccc12 | -2% | 0% | -10 | -11% | -3 | 2% | -12%
CCCCn1c(NCCC)nc2c1c(=O)[nH]c(=O)n2C | -1% | nt | 37 | 4% | -4 | -12% | 12%
Cc1nc(C2COc3ccccc3O2)sc1C(=O)O (configuration not stated) | -13% | ? | 71* | 23% | 13* | ? | -12%
CC(C)COc1ccc(C(=O)CCN2CCCCC2)cc1 | -7% | -23% | -8 | 11% | 4 | -2% | ?
Cc1cc(C)cc(N2CCCn3c2nc2c3c(=O)n(CCN3CCOCC3)c(=O)n2C)c1 | -8% | 22% | -8 | 5% | -3 | 3% | -4%
O=C(CN1C(=O)NC2(CCCCC2)C1=O)Oc1ccc2ccc(=O)oc2c1 | -5% | 16% | nt | 26% | nt | nt | 16%
CC(C)NC(=O)CC1Nc2c3ccccc3nc(=S)n2C1=O (configuration not stated) | 8% | 82%[activator] | -16 | 37%[activator] | -2 | 1% | 16%
O=C(CNC(=O)c1ccccc1F)NCC(c1cccs1)N1CCOCC1 (configuration not stated) | 0% | 1% | nt | 54%[activator] | nt | nt | ?
CCOC(=O)c1cnc(SCC(=O)NCc2ccco2)nc1N | -9% | -5% | 20 | 16% | -1 | 1% | 1%
O=C(Nc1ccc(Cl)c(Cl)c1)N1CCC(N2CCCCC2)CC1 | 1% | 12% | -16 | 1% | -5 | 0% | -29%
O=C(CSc1nc(C2CCCCC2)n(-c2ccccc2)n1)NCC(F)(F)F | 1% | -1% | -5 | 17% | -1 | 1% | 5%
FC(F)(F)c1ccccc1NC1=NCCCS1 | -7% | 0% | -23 | 10% | -2 | -1% | 3%
COC(=O)c1c(NC(=O)C2C3C=CC(CC3)C2C(=O)O)sc(C)c1C (configuration not stated) | -6% | -10% | -2 | 5% | -1 | 4% | 25%
Nc1nc(N)nc(Cc2ccccc2O)n1 | -3% | ? | nt | 4% | nt | nt | 13%
Cc1nc2ccccc2c(=O)n1NC(=O)c1ccc([N+](=O)[O-])cc1Cl | 2% | ? | -2 | 14% | -7 | 0%[11.5 µM] | 24%
CCCCn1c(=O)[nH]c(=O)c2c1nc(-c1cc(Cl)c(OC)c(OC)c1)n2C | 0% | -13% | -11 | -6% | -2 | 1% | -11%
